DAX1 inh-1: inhibitors of human orphan nuclear receptor DAX1 (NR0B1) | P51843 | HEK293 Gal4-DAX1 luciferase reporter, luminescence | inhibition, % at 6.75 µM | actives 0.99% (n = 340,000) | AID 504766;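 active = inhibition above the mean over all tested compounds plus 3 SD, cut at about 4.2% in these data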;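 also: 0% = DAX1-transfected cells with DMSO and 100% = empty-vector control cells with DMSO; inhibition shows as a rise in luminescence from relieved DAX1 repression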
NR1D1 modulator: modulates human Rev-erb alpha binding to DNA | actives 0.79% (n = 370,000) | AID 1259318 | activity, % at 10 µM | Rev-erbα–FITC-DNA binding, fluorescence polarization, 90 min | P20393;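 active = activity above about 14%, limit read from the data; passing the limit was not always enough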;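 also: 0% = DMSO wells with 35 nM protein and 100% = DMSO wells with 750 nM protein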
ADAM17 inh: inhibitors of human ADAM17; actives 0.83% (n = 370,000); inhibition, % at 6.95 µM; AID 720648; recombinant ADAM17, EDANS/DABCYL FRET peptide cleavage;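 active = inhibition above the mean of compounds lying between control limits plus 3 SD, set per campaign, cut at about 8.5% in these data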;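 also: 0% = DMSO-only wells as the low control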
Target sequence (P78536 215-824 limits assumed): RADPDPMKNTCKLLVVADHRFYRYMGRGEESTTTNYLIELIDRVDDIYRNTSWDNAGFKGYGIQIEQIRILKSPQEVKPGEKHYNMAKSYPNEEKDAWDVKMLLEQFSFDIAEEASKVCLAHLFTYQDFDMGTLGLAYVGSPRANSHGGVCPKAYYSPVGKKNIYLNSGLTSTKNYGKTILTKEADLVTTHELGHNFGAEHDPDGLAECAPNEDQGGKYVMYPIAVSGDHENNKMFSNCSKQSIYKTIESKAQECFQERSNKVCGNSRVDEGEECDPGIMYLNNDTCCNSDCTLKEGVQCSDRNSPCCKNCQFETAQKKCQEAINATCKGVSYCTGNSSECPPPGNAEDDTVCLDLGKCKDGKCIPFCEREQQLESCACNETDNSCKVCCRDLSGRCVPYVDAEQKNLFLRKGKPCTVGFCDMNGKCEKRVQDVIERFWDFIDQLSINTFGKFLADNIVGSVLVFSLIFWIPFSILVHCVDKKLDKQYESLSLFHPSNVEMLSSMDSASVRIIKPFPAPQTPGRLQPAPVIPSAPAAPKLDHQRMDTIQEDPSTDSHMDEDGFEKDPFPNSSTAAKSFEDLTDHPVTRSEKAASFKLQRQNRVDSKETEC
MBD2 DNA inh: MBD2-methylated oligo binding inhibition. Q9UBB5. TR-FRET, MBD2 binding to methylated oligonucleotide. inhibition, % at 4.4 µM. actives 0.31% (n = 370,000). AID 686964; in the data active = inhibition above about 13%
Target sequence (Q9UBB5 whole entry, looked up): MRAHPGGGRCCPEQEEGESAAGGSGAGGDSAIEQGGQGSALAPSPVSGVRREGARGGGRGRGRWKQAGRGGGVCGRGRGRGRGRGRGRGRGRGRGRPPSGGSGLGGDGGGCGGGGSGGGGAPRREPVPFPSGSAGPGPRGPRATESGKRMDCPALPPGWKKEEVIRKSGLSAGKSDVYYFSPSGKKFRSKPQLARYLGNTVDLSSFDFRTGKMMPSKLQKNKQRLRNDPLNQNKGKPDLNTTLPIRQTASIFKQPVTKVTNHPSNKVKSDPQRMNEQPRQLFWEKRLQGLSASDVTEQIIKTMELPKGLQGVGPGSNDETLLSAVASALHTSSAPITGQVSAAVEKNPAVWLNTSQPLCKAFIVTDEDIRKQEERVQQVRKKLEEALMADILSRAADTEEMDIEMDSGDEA
ssDAF-12 act: activates DAF-12 receptor from parasite S. stercoralis; HEK293 ssDAF-12/GRIP1 lit1-tk-luc reporter, luminescence; % of 3 µM dafachronic acid response; activation, % at 6.8 µM; actives 1% (n = 370,000);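 active = activation above the mean over all tested compounds plus 3 SD, cut at about 0.9% in these data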;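 also: 0% = DMSO-only wells and 100% = 3 µM delta7-dafachronic acid wells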
hgDAF-12 ag: agonists of H. glycines DAF-12 nuclear receptor | HEK293 GAL4-hgDAF12 UAS-luciferase reporter, agonist luminescence; normalized to butyrate control | activation, % at 6.8 µM | actives 1.8% (n = 370,000);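 active = activation above a cutoff set at the mean of all screened compounds plus 3 SD, cut at about 10% in these data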;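 also: 0% = DMSO wells and 100% = sodium butyrate wells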
hcDAF-12 act: activators of H. contortus DAF-12 nuclear receptor. actives 1.4% (n = 370,000). activation, % at 6.8 µM. HEK293 hcDAF-12 lit1-tk-luc reporter, luminescence; 0% DMSO, 100% Δ7-dafachronic acid;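 active = activation above the mean of all tested compounds plus 3 SD, cut at about 5.5% in these data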;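 also: 100% = response to 3 µM Δ7-dafachronic acid high control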
SMARCA2 act: activators of SMARCA2 function; activation, % at 9.1 µM; MG213 cells, MMTV-luciferase reporter, dexamethasone, overnight; actives 1% (n = 370,000); in the data active = activation above about 7.8%;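 also: 0% = vehicle wells and 100% = reference activator wells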
PLC-beta3 inh: PLC-beta3 (human) inhibition, primary screen | inhibition, % at 12.2 µM | actives 0.18% (n = 370,000) | Q01970 | Purified PLC-beta3, fluorogenic substrate, fluorescence; in the data active = inhibition above about 11%;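 also: 0% = median of compound wells on plate and 100% = full blocker control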
PLCg1 inh: PLC-gamma1 (human) inhibition, primary screen. P19174. purified PLC-gamma1, fluorogenic substrate, fluorescence. inhibition, % at 12.2 µM. actives 0.84% (n = 370,000). AID 720700; in the data active = inhibition above about 9.5%
DAX1 inh-2: inhibitors of DAX1 repression of SF-1 activated StAR promoter. AID 652010. inhibition, % at 6.8 µM. actives 1.1% (n = 370,000). HEK293T StAR-luciferase reporter, SF-1/DAX-1 repression relief;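 active = inhibition above the mean over all tested compounds plus 3 SD, cut at about 3.6% in these data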;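 also: 0% = DAX-1 cells with DMSO and 100% = cells lacking DAX-1 with DMSO; higher inhibition means more luminescence from relief of DAX-1 repression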
* marks the source's active call; other numbers are inactive results; & = joins results of further samples.

`CCN1C(=O)[C@H]2[C@H]3CN=C(SCc4ccc(C)cc4)N3[C@@](C)(C(=O)OC)[C@H]2C1=O` gave DAX1 inh-1 -0.9, NR1D1 modulator -3, ADAM17 inh -2, MBD2 DNA inh -5, ssDAF-12 act -0.3, hgDAF-12 ag 2.1, hcDAF-12 act 5.2, SMARCA2 act -3, PLC-beta3 inh 4, PLCg1 inh 0 and DAX1 inh-2 0.6.
Screening Cc1[nH]c2ccccc2c1C(=O)NS(=O)(=O)Nc1ccc(Cl)cc1 returned DAX1 inh-1 -0.4, NR1D1 modulator 1, ADAM17 inh -5, MBD2 DNA inh 5, ssDAF-12 act 0.1, hgDAF-12 ag -0.7, hcDAF-12 act 1.5, SMARCA2 act 2, PLC-beta3 inh 1, PLCg1 inh -2 and DAX1 inh-2 -0.1.
`COc1ccc(N2CCN(c3n[nH]c(N)n3)CC2)cc1` gave DAX1 inh-1 2.0, NR1D1 modulator 1, ADAM17 inh 3, MBD2 DNA inh -4, ssDAF-12 act -1.1, hgDAF-12 ag -0.5, hcDAF-12 act -0.3, SMARCA2 act -1, PLC-beta3 inh 2, PLCg1 inh 4 and DAX1 inh-2 -0.3.
COc1ccc(C(=O)N2CC3(CC(c4cccc([N+](=O)[O-])c4)=NO3)C[C@H]2C(=O)NCC(N)=O)cc1 (some centres undefined) was read as DAX1 inh-1 0.1, NR1D1 modulator 2, ADAM17 inh 3, MBD2 DNA inh 3, ssDAF-12 act -1.1, hgDAF-12 ag -0.5, hcDAF-12 act -1.3, SMARCA2 act 3, PLC-beta3 inh -8, PLCg1 inh 6 and DAX1 inh-2 0.2.
Screening CSc1nsc(SC)c1NC(=O)OCCc1ccccn1 returned DAX1 inh-1 -0.8, NR1D1 modulator 4, ADAM17 inh 2, MBD2 DNA inh 4, ssDAF-12 act -1.4, hgDAF-12 ag 2.5, hcDAF-12 act -1.2, SMARCA2 act -3, PLC-beta3 inh 0, PLCg1 inh 0 and DAX1 inh-2 0.3.
`COc1ccc(CCNC(=O)c2nnn(-c3cc(C)cc(C)c3)c2N)cc1OC` gave DAX1 inh-1 -1.6, NR1D1 modulator -4, ADAM17 inh 3, MBD2 DNA inh -2, ssDAF-12 act -1.6, hgDAF-12 ag -1.9, hcDAF-12 act -1.7, SMARCA2 act -4, PLC-beta3 inh 5, PLCg1 inh 6 and DAX1 inh-2 -0.9.
For Cc1noc(C)c1COc1cccc(C(=O)Nc2cccnc2)c1 the results were DAX1 inh-1 0.6, NR1D1 modulator -2, ADAM17 inh -5, MBD2 DNA inh 0, ssDAF-12 act -1.9, hgDAF-12 ag -1.8, hcDAF-12 act -1.0, SMARCA2 act 0, PLC-beta3 inh -8, PLCg1 inh -1 and DAX1 inh-2 -0.8.
For Cc1c(NC(=O)c2cccc(NC(=O)COc3ccccc3C#N)c2)c(=O)n(-c2ccccc2)n1C the results were DAX1 inh-1 -4.5, NR1D1 modulator -8, ADAM17 inh -2, MBD2 DNA inh 4, ssDAF-12 act 0.6, hgDAF-12 ag 4.7, hcDAF-12 act 1.9, SMARCA2 act 1, PLC-beta3 inh -5, PLCg1 inh -1 and DAX1 inh-2 2.0.
For COCCn1c(SCC(=O)NC(=O)Cc2ccccc2)nc2ccccc2c1=O the results were DAX1 inh-1 0.3, NR1D1 modulator -3, ADAM17 inh -6, MBD2 DNA inh -3, ssDAF-12 act -1.1, hgDAF-12 ag -1.0, hcDAF-12 act 0.0, SMARCA2 act -1, PLC-beta3 inh -6, PLCg1 inh -1 and DAX1 inh-2 -0.3.
For CN1CCC(OC(c2ccccc2)c2ccc(Cl)cc2)C1 (centres undefined) the results were DAX1 inh-1 -0.4, NR1D1 modulator 6, ADAM17 inh -4, MBD2 DNA inh -5, ssDAF-12 act -1.3, hgDAF-12 ag -2.4, hcDAF-12 act -1.5, SMARCA2 act -4, PLC-beta3 inh -1, PLCg1 inh -1 and DAX1 inh-2 -0.5.
Screening Nn1cc(-c2ccccc2)nc1SCC(=O)NC1CCS(=O)(=O)C1 (centres undefined) returned DAX1 inh-1 0.1, NR1D1 modulator 4, ADAM17 inh -1, MBD2 DNA inh 2, ssDAF-12 act -0.8, hgDAF-12 ag 1.5, hcDAF-12 act 1.5, SMARCA2 act -2, PLC-beta3 inh -10, PLCg1 inh -6 and DAX1 inh-2 0.1.
CCCCc1nc(N2CCN(C(=O)c3ccco3)CC2)c(C#N)c2c1CCCC2 was read as DAX1 inh-1 0.3, NR1D1 modulator -4, ADAM17 inh -25, MBD2 DNA inh -5, ssDAF-12 act -1.4, hgDAF-12 ag 1.0, hcDAF-12 act -3.3, SMARCA2 act -1, PLC-beta3 inh -44, PLCg1 inh -25 and DAX1 inh-2 -0.5.
`CCN1CC(CN(C)Cc2nc(-c3ccc(C(F)(F)F)cc3)oc2C)CC1=O` (centres undefined) gave DAX1 inh-1 -0.5, NR1D1 modulator -2, ADAM17 inh 0, MBD2 DNA inh -1, ssDAF-12 act -0.8, hgDAF-12 ag -2.3, hcDAF-12 act -0.3, SMARCA2 act -3, PLC-beta3 inh -4, PLCg1 inh -1 and DAX1 inh-2 0.2.
For CCCSc1nnc(C(C)C)n1N the results were DAX1 inh-1 4.0, NR1D1 modulator 3, ADAM17 inh -15, MBD2 DNA inh 4, ssDAF-12 act -1.6, hgDAF-12 ag -0.5, hcDAF-12 act 0.2, SMARCA2 act -3, PLC-beta3 inh 1, PLCg1 inh 0 and DAX1 inh-2 -0.8.
`O=C(CCC(=O)Nc1cccc(C(F)(F)F)c1)NCC1CCCO1` (centres undefined) gave DAX1 inh-1 3.4, NR1D1 modulator 5, ADAM17 inh -1, MBD2 DNA inh 5, ssDAF-12 act -1.0, hgDAF-12 ag -2.1, hcDAF-12 act -1.2, SMARCA2 act -2, PLC-beta3 inh -3, PLCg1 inh 1 and DAX1 inh-2 -0.2.
Screening CCOC(=O)N1CCN(C/C(Cl)=C/c2ccccc2)CC1 returned DAX1 inh-1 0.9, NR1D1 modulator 7, ADAM17 inh 4, MBD2 DNA inh 0, ssDAF-12 act -0.5, hgDAF-12 ag 1.5, hcDAF-12 act 0.5, SMARCA2 act 1, PLC-beta3 inh 2, PLCg1 inh 4 and DAX1 inh-2 0.0.
For Fc1ccccc1CN1CCC(Cc2ccccc2)CC1 the results were DAX1 inh-1 -0.5, NR1D1 modulator -3, ADAM17 inh 5, MBD2 DNA inh -1, ssDAF-12 act -0.3, hgDAF-12 ag 2.5, hcDAF-12 act -0.7, SMARCA2 act -1, PLC-beta3 inh 4, PLCg1 inh 9 and DAX1 inh-2 0.2.
Cc1nc([N+](=O)[O-])c(C(=O)OCc2ccccc2)n1C was read as DAX1 inh-1 2.3, NR1D1 modulator 7, ADAM17 inh -2, MBD2 DNA inh 0, ssDAF-12 act -2.2, hgDAF-12 ag -1.9, hcDAF-12 act -2.5, SMARCA2 act 2, PLC-beta3 inh -6, PLCg1 inh 2 and DAX1 inh-2 0.9.
CC(NC(=O)c1cc([N+](=O)[O-])cc([N+](=O)[O-])c1)C1CC2CCC1C2 (centres undefined) was read as DAX1 inh-1 0.6, NR1D1 modulator 0, ADAM17 inh -3, MBD2 DNA inh 0, ssDAF-12 act -1.3, hgDAF-12 ag -2.0, hcDAF-12 act -0.9, SMARCA2 act -2, PLC-beta3 inh -11, PLCg1 inh 2 and DAX1 inh-2 0.2.
`CCOC(=O)C1(Cc2cccc(Cl)c2)CCCN(C(=O)c2cc(CC)on2)C1` (centres undefined) gave DAX1 inh-1 0.2, NR1D1 modulator 5, ADAM17 inh 1, MBD2 DNA inh 2, ssDAF-12 act -1.1, hgDAF-12 ag 4.5, hcDAF-12 act 0.3, SMARCA2 act -1, PLC-beta3 inh -4, PLCg1 inh 3 and DAX1 inh-2 0.7.
`CCC1CCCCN1CCN1C(=O)C2C(C(=O)Nc3cccc(OC)c3)C3C=CC2(O3)C1C(=O)NC1CCCCC1` (centres undefined) gave DAX1 inh-1 1.5, NR1D1 modulator -4, ADAM17 inh -4, MBD2 DNA inh 3, ssDAF-12 act -0.8, hgDAF-12 ag -1.4, hcDAF-12 act 0.9, SMARCA2 act -1, PLC-beta3 inh -7, PLCg1 inh -1 and DAX1 inh-2 0.1.
O=C(Nc1ccc2nc3n(c(=O)c2c1)CCCC3)c1ccccc1[N+](=O)[O-] was read as DAX1 inh-1 -0.9, NR1D1 modulator 1, ADAM17 inh -6, MBD2 DNA inh -4, ssDAF-12 act -0.9, hgDAF-12 ag -1.4, hcDAF-12 act -3.8, SMARCA2 act -1, PLC-beta3 inh 0, PLCg1 inh -1 and DAX1 inh-2 -0.2.
Screening O=C(Oc1ccc(Br)cc1)c1cncc(Br)c1 returned DAX1 inh-1 1.0, NR1D1 modulator 3, ADAM17 inh 4, MBD2 DNA inh -7, ssDAF-12 act -0.6, hgDAF-12 ag -1.9, hcDAF-12 act -0.8, SMARCA2 act -1, PLC-beta3 inh 6, PLCg1 inh 3 and DAX1 inh-2 0.1.
`COC(=O)c1[nH]c2cc(OC)ccc2c1NC(=O)CCN1CCCC(C)(C)C1` gave DAX1 inh-1 1.3, NR1D1 modulator 0, ADAM17 inh -3, MBD2 DNA inh -8, ssDAF-12 act -1.8, hgDAF-12 ag -2.2, hcDAF-12 act -1.3, SMARCA2 act -2, PLC-beta3 inh 5, PLCg1 inh 0 and DAX1 inh-2 -0.8.
Screening O=C(COc1ccccc1)Nc1c2c(nn1-c1ccccc1)CS(=O)C2 (centres undefined) returned DAX1 inh-1 1.1, NR1D1 modulator 0, ADAM17 inh 2, MBD2 DNA inh -2, ssDAF-12 act -0.9, hgDAF-12 ag 0.1, hcDAF-12 act 1.8, SMARCA2 act -3, PLC-beta3 inh -4, PLCg1 inh 4 and DAX1 inh-2 -0.2.
Screening CCOC(=O)c1cc(Cl)c2c(ccc3ccccc32)n1 returned DAX1 inh-1 0.8, NR1D1 modulator 0, ADAM17 inh -9, MBD2 DNA inh 0, ssDAF-12 act -0.5, hgDAF-12 ag 0.5, hcDAF-12 act 0.2, SMARCA2 act -3, PLC-beta3 inh -6, PLCg1 inh -10 and DAX1 inh-2 0.2.
COc1c(C)cc(C(=O)C2CCCN(C(=O)CCCn3cncn3)C2)cc1C (centres undefined) was read as DAX1 inh-1 -1.1, NR1D1 modulator 3, ADAM17 inh -10, MBD2 DNA inh 3, ssDAF-12 act -1.2, hgDAF-12 ag -5.1, hcDAF-12 act -1.6, SMARCA2 act -3, PLC-beta3 inh -11, PLCg1 inh -1 and DAX1 inh-2 0.1.
`N#C/C(=C(/O)c1ccco1)c1nc2ccccc2s1` gave DAX1 inh-1 3.5&-0.8, NR1D1 modulator -7&3, ADAM17 inh -2&-2, MBD2 DNA inh 0&10, ssDAF-12 act -0.2&-0.4, hgDAF-12 ag 5.4&9.5, hcDAF-12 act 1.9&1.6, SMARCA2 act 0&2, PLC-beta3 inh -42&-39, PLCg1 inh -46&-35 and DAX1 inh-2 0.1&1.1.

Bioassay records: PubChem BioAssay, several laboratories
